High-throughput results: PubChem BioAssay, several laboratories
Neddyl block = blocks human cullin neddylation | TR-FRET cullin neddylation, biochemical | calls only at 25 µM | 360,000 tested, 0.58% active | AID 651699; in the data active means inhibition above about 36%
Rin1 Abl inh = inhibitors of human Rin1-Abl protein interaction | TR-FRET Rin1/Abl binding, biochemical | inhibition, % at 7.35 µM | 360,000 tested, 0.4% active | AID 588664; in the data active means inhibition above about 5%, passing the limit was not always enough
FAS TE block = FAS thioesterase (human) inhibition. P49327. recombinant FAS-TE, OMFH fluorogenic substrate, fluorescence endpoint. inhibition, % at 15 µM. 360,000 tested, 0.67% active. AID 602261;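 active means compounds whose normalised, plate-corrected inhibition of enzyme fluorescence in the single-dose primary screen is 50% or more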;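 further: 0% = DMSO with enzyme and 100% = substrate without enzyme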
PABP1 MLLE inh = inhibitors of microRNA-mediated deadenylation, human PABP1 MLLE binding; P11940; GST-MLLE / FITC-PAM2 fluorescence polarization; inhibition, % at 20 µM; 360,000 tested, 0.36% active; in the data active means inhibition above about 35%, passing the limit was not always enough;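 further: plate controls were DMSO wells with GST-MLLE for no effect and wells lacking GST-MLLE protein for full effect; some results filed as inactive read as strong as hits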
Target sequence (P11940 whole entry, looked up): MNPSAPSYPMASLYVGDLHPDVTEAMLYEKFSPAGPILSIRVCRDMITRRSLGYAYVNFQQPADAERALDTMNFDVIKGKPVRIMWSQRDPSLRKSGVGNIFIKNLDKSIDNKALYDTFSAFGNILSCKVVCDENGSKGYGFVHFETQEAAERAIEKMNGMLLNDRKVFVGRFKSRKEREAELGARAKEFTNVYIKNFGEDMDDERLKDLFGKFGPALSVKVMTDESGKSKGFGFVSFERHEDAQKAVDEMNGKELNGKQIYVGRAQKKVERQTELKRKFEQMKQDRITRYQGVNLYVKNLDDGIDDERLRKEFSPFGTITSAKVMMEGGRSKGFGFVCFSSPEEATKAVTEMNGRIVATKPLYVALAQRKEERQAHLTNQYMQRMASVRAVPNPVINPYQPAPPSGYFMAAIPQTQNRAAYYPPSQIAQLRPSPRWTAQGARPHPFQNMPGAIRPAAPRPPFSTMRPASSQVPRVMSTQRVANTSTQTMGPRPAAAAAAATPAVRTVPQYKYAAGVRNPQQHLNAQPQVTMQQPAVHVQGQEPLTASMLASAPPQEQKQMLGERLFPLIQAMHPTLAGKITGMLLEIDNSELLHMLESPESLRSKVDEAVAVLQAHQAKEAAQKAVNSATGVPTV
bovine MsrA act = bovine methionine sulfoxide reductase A activation; 360,000 tested, 0.3% active; AID 602163; purified bovine MsrA, absorbance read-out; activation, % at 10.6 µM; in the data active means activation above about 7.5%;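 further: 0% = vehicle and 100% = reference activator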
MT1-MMP act inh = MT1-MMP (human) activation inhibition. HT1080 RFP-PRO-GFP cells, GFP/RFP ratio fluorescence, overnight; percent of plate control window, DMSO zero. GFP/RFP ratio change, % at 20 µM. 360,000 tested, 0.061% active;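 active means GFP/RFP ratio change of at least 30% with cell ATP level not reduced by more than half and red fluorescence within 50% of control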; further: strong numbers were not always called active
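Assay system: HT1080 cells carrying an RFP-PRO-GFP reporter | Dosing: Single dose of 20 µM compound, 1% DMSO final | Incubation: Cells overnight before dosing, compound overnight, 37 °C, 5% CO2 | Evaluation: GFP/RFP fluorescence ratio | Control set: DMSO and RFP-L50D-GFP cell wells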
eLon inh = E. coli protease La inhibition; P0A9M0; purified E. coli Lon protease, fluorescence polarization; inhibition, % at 7.94 µM; 360,000 tested, 0.42% active; AID 602123; in the data active means inhibition above about 13%, passing the limit was not always enough;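 further: 0% = enzyme with probe and DMSO and 100% = no enzyme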
SKN-1 block = inhibitors of C. elegans SKN-1 | C. elegans VP596 Pgst-4::GFP/RFP ratio, acrylamide-induced, 24 h | inhibition, % at 21.8 µM | 360,000 tested, 0.49% active;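 active means interference check ratio from 0.5 to 1.5 plus GFP to RFP signal ratio inhibition reaching or exceeding a fixed threshold, cut at about 30% in these data, passing the limit was not always enough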; further: some compounds called inactive have numbers as strong as hits
NRP1-CendR mod = modulators of CendR peptide binding to human neuropilin-1; FAM-RPARPAR peptide binding to NRP-1, fluorescence polarization; O14786; 360,000 tested, 0.85% active; inhibition, % at 25 µM; AID 602438;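 active means inhibition or corrected inhibition above about 18%, plus a signal ratio from 0.5 to 1.5, limit read from the data, passing the limit was not always enough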; further: strong numbers were not always called active
Numbers without * were called inactive; i = inactive; x = no result given; + = active, no number. Not a hit list; about 4% have a hit in one of these screens.

SMILES	Neddyl block	Rin1 Abl inh	FAS TE block	PABP1 MLLE inh	bovine MsrA act	MT1-MMP act inh	eLon inh	SKN-1 block	NRP1-CendR mod
O=C(CC1S/C(=N/N=C/c2cccs2)NC1=O)Nc1ccc(Cl)cc1 (stereo not drawn)	i	-1	1	-6	-4	-2	-9	3	-4
CC(C)(C)c1ccc(C(=O)NNC(=O)c2cccc(-n3cnnn3)c2)cc1	i	-2	28	6	4	1	1	4	-1
Cc1ccc2c(CN3CCN(S(=O)(=O)c4ccc5c(c4)OCCO5)CC3)cc(=O)oc2c1C	i	2	33	-4	-3	-14	1	27	12
COC(=O)C1=C(C)N(c2ccc(OC)c(OC)c2)C(=O)/C1=C\c1cccs1	i	-1	-1	-16	-1	-3	10	15	-4
C=C(C)c1cccc(C(C)(C)NC(=O)N2CCN(C/C=C/c3ccccc3)CC2)c1	i	0	8	-4	1	-7	3	-20	-4
CCN(C[C@H]1N[C@@](CC)(C(=O)OC)[C@H]2C(=O)N(Cc3ccccc3)C(=O)[C@@H]12)C(=O)c1ccc(F)cc1	i	-1	-3	7	-2	2	0	8	1
O=C(Nc1ncccn1)C1=C(O)c2ccccc2S(=O)(=O)N1Cc1ccccc1	i	-2	-1	-4	-2	-2	-8	10	16
CN(C)CCNc1cnn(-c2ccccc2)c(=O)c1Cl	i	0	-4	-4	-2	-1	13	5	7
Cc1cc(-n2c(C)cc(C(=O)CN3C(=O)C(=O)N(C)C3=O)c2C)no1	i	1	-5	-15	-7	2	2	-17	-2
OC(COCC1COc2ccccc2O1)CN1CCc2ccccc2C1 (stereo not drawn)	i	0	-7	-1	-5	1	-3	2	2
Cc1ccc(OCCN2C(=O)NC3(CCc4ccccc4C3)C2=O)cc1 (stereo not drawn)	i	3	2	7	-8	-1	4	-14	-82
CC(C)CNC(=O)C1(N2C(=O)c3ccccc3C2=O)CCCC1	i	3	-11	7	-9	1	1	5	12
Cn1c(-n2c(CCCN3C(=O)c4ccccc4C3=O)nc3ccccc3c2=O)nc2ccccc21	i	3	11	0	-4	-7	1	11	1
CCN(CC(=O)NCc1cccs1)C(=O)/C=C/c1ccc(F)cc1	i	-6	-3	-7	0	0	-20	9	-5
CCOC(=O)C(CC)Sc1ccc2nnc(CCNS(=O)(=O)c3ccccc3)n2n1 (stereo not drawn)	i	0	-8	-1	-9	-2	-3	3	-13
Cc1[nH]n(C)c(=O)c1C(=O)c1c(-c2ccccc2Cl)noc1C	i	-1	3	11	-7	3	11	3	0
O=C1Cc2ccccc2C(=O)N1CCc1ccccc1	i	2	45	16	-7	0	2	-4	11
O=C(NCc1ccco1)C1CC(c2ccc(F)cc2)=NO1 (stereo not drawn)	i	-1	1	-3	1	-7	2	-7	2
O=c1c(-c2ccc(O)cc2)coc2cc(O)ccc12	x	0	-2	-8	-2	1	6	16	-14
Cc1cc2ccccc2nc1SCC(=O)N1CCCC1	i	-5	-3	5	-5	4	15	5	10
CCc1ccc(C2C3=C(CCCC3=O)OC3=C2C(=O)CCC3)cc1	i	2	-1	7	-2	1	6	10	-5
COc1ccc(CCNc2nc(Cl)nc(NC(C)(C)CO)n2)cc1OC	i	1	-2	4	-2	x	-14	2	22
Cc1ccccc1-c1ccc(=O)n(CC(=O)Nc2ccc(-n3cnnn3)cc2)n1	i	-3	1	8	-3	1	-3	-6	-3
O=C(O)c1ccc(CN2CCCCC2)o1	i	5	-8	3	-13	4	-1	-2	12
Cc1ccc(C)c2c1cc(C)c1nnc(SCC(=O)NCc3ccc4c(c3)OCO4)n12	i	0	-2	10	-3	3	-6	-6	16
O=C1c2ccccc2C(Nc2cccnc2)N1Cc1ccc2c(c1)OCO2 (stereo not drawn)	i	-5	0	4	-3	-1	-2	-4	3
Cc1nn(C)c(C)c1S(=O)(=O)N(CC(=O)NCCCOC(C)C)c1ccc(C(C)C)cc1	i	-4	-6	0	-2	-1	-3	-5	1
C=CCn1c(SCc2ccc(C(=O)Nc3ccccc3)cc2)nnc1-c1ccccc1	i	-4	11	8	-1	8	4	11	-4
COCCn1c(SCC(=O)NC2CCCC2)nc2ccccc2c1=O	i	7	3	4	-3	-4	-12	-3	7
CCN(Cc1ccncc1)C(=O)c1ccccc1NS(=O)(=O)c1ccc(F)cc1	i	-1	-2	18	-8	-1	4	1	-2
Cc1ccc2n(n1)c(=O)c(Cc1ccccc1)c([O-])[n+]2-c1ccccc1	i	3	-7	3	-1	-2	-7	3	-16
CN1C(c2ccccc2)CCOS1(=O)=O (stereo not drawn)	i	2	-13	-2	-1	-3	3	7	-1
CCOC(=O)c1[nH]ncc1CN1CCC(Cc2ccccc2)(C(=O)OCC)CC1	i	0	-4	6	0	0	6	-2	3
C/C(=C\c1ccco1)CN1CCN(Cc2ccc(C)o2)C(CCO)C1 (stereo not drawn)	i	0	-4	-1	-2	3	-1	-10	-4
NC(=O)c1nn(-c2ccc(Cl)cc2Cl)c(=O)cc1O	i	1	-6	-1	-5	-1	0	6	5
Cc1ccc(NC(=S)NC(=O)c2cncc(Br)c2)cc1Cl	i	-2	-5	37	-4	4	3	3	-1
Nc1c(-c2ccccc2)c(CSc2nc3ccccc3[nH]2)nn1-c1cccc(Cl)c1	i	-4	17	-20	-10	-15	10	-2	1
Cc1cccc(NC(=O)CSc2nnc(-c3ccncc3)n2C)c1	i	-4	-5	3	-2	2	10	-17	-1
CC(C)(C)NC(=O)c1ccc2c(c1)N(CC(=O)NC1CCCC1)C(=O)C(C)(C)O2	i	-1	-2	-4	-4	-1	-4	7	1
CN(C(=O)c1cc2c(=O)n3ccccc3nc2s1)C1CCCCC1	x	3	2	-6	-6	0	-4	12	-1

Single records, from the list above.
C=CCn1c(SCc2ccc(C(=O)Nc3ccccc3)cc2)nnc1-c1ccccc1 across the screens: Neddyl block = i; Rin1 Abl inh = -4; FAS TE block = 11; PABP1 MLLE inh = 8; bovine MsrA act = -1; MT1-MMP act inh = 8; eLon inh = 4; SKN-1 block = 11; NRP1-CendR mod = -4
Cc1ccccc1-c1ccc(=O)n(CC(=O)Nc2ccc(-n3cnnn3)cc2)n1 across the screens: Neddyl block = i; Rin1 Abl inh = -3; FAS TE block = 1; PABP1 MLLE inh = 8; bovine MsrA act = -3; MT1-MMP act inh = 1; eLon inh = -3; SKN-1 block = -6; NRP1-CendR mod = -3
Cc1ccc2n(n1)c(=O)c(Cc1ccccc1)c([O-])[n+]2-c1ccccc1 across the screens: Neddyl block = i; Rin1 Abl inh = 3; FAS TE block = -7; PABP1 MLLE inh = 3; bovine MsrA act = -1; MT1-MMP act inh = -2; eLon inh = -7; SKN-1 block = 3; NRP1-CendR mod = -16

The results go on:
SMILES	Neddyl block	Rin1 Abl inh	FAS TE block	PABP1 MLLE inh	bovine MsrA act	MT1-MMP act inh	eLon inh	SKN-1 block	NRP1-CendR mod
Cc1cccc(OCC(=O)Nc2nnc(-c3ccco3)s2)c1	i	0	-7	10	-3	4	-7	6	-5
COc1c(C)cc(C(=O)C2CCCN(C(=O)c3ccoc3)C2)cc1C (stereo not drawn)	i	3	-4	-1	-4	0	-5	-18	9
Cc1ccc(C(O)c2nccn2C)o1 (stereo not drawn)	i	1	-11	17	-3	x	6	3	8
CCn1cc(/C=C(\NC(=O)c2ccccc2F)C(=O)NCCN2CCOCC2)c2ccccc21	i	-3	-6	-19	-5	-9	-39	9	0
COc1ccc(NC(=O)C2(C)CCN2Cc2ccccc2Cl)cc1OC (stereo not drawn)	i	-4	6	10	-4	-1	-4	-7	-10
Cc1cc2nc(-c3ccco3)c(CC(C)(C)C)n2c(C)c1Br	i	0	-9	-16	-3	2	-16	-6	-15
O=C(CNc1ccc(Br)cc1)NNC1=NCCC1	i	1	-10	3	-4	6	-5	13	-3
CC[C@@]1(C(=O)OC)N[C@H](CN(C)S(=O)(=O)c2ccc(OC(F)(F)F)cc2)[C@@H]2C(=O)N(C)C(=O)[C@@H]21	i	-1	-7	8	1	18	-4	-5	-16
Nc1o[nH]c(=O)c1Cc1ccccc1	i	1	-2	7	-3	-5	0	10	3
O=C1CN(C(=O)c2ccccn2)c2ccccc2N1	i	-2	-6	-16	-1	-2	-2	1	-2
CCCCC[C@H]1CN(C2CCCCC2)C(=O)[C@@H]1CC(=O)NCc1ccccc1	i	0	15	-4	0	-4	0	1	0
O=C(NCCN1CCOCC1)c1ccc2c(c1)N(Cc1c(F)cccc1Cl)C(=O)c1ccccc1S2	i	2	14	6	-6	-1	-10	-1	1
c1ccc(-c2cc3ccccc3cn2)cc1	i	0	18	-3	-1	0	2	18	-11
O=c1cc(CSc2ccc(S(=O)(=O)N3CCCCC3)cn2)nc2sccn12	i	-3	1	32	-2	-9	8	-2	8
CCOC(=O)N1CCN(C(=O)CN2C(=O)NC(c3ccccc3)(c3ccccc3)C2=O)CC1	i	5	-5	-13	-1	-1	-5	5	5
O=C(CN(CCN1CCOCC1)C(=O)Cn1nnc(-c2ccc(F)cc2)n1)NC1CCCCC1	i	0	2	-2	-3	0	-1	0	4
CC(C)C[C@@H](CO)N1CCNCCC1=O	i	1	-6	0	-3	3	-15	-19	6
Cc1ccc(/C=C2/SC(=S)N(CCCC(=O)Nc3ccc(O)cc3)C2=O)cc1	i	6	6	2	0	-2	2	2	-13
COc1ccccc1-c1ccc2nnc(SC)n2n1	+	-4	-4	-7	-4	5	-2	-5	15
CN(C)S(=O)(=O)c1cccc(C(=O)Nc2cc3c(cc2C(=O)O)OCCCO3)c1	i	1	0	6	-1	0	-13	3	9
Cc1cc(Cl)ccc1NC(=S)NCCc1ccc(Cl)cc1	i	1	24	-7	-6	4	12	-3	5
C=CCn1c(N)c(C(=O)OCC(C)C)c2nc3ccccc3nc21	x	-2	-5	-17	-3	-25	-1	0	-5
COc1ccc(/C=N/NC(=O)COc2ccc3ccccc3c2)c(C(=O)O)c1OC	i	-5	-4	8	-2	1	3	-5	-6
O=C(O)Cn1c2ccccc2c2nc3ccccc3nc21	i	-4	-3	-5	-4	2	10	10	1
COc1ccc(/C=C/c2nc(C)c(-c3ccccc3)c(=O)[nH]2)cc1OC	i	0	-9	3	-1	4	1	8	2
CCOc1ccc(N=C2NC(=O)S/C2=C\c2ccc(N(C)C)cc2)cc1	i	-2	-140	i	-3	-143	-39	36	127
O=c1cc(O)nc(SCc2ccccc2Cl)[nH]1	i	-1	-8	7	-2	1	-4	9	-12
O=C1C(=O)N(C2CCS(=O)(=O)C2)C(c2cccc(O)c2)/C1=C(/O)c1ccc(Cl)cc1 (stereo not drawn)	i	1	-3	-5	-3	-1	-7	1	10
COc1cc(/C=N/NC(=O)c2cccnc2)ccc1OCC(=O)Nc1ccc(C)cc1	x	2	-6	8	-3	3	-4	-6	5
N#CC1=C(N)N(c2ccccc2)C2=C(C(=O)CCC2)C1c1cccs1 (stereo not drawn)	i	-5	-6	-40	-11	-4	-28	-1	-47
Cc1ccc(S(=O)(=O)NCCC(=O)NNC(=O)COc2ccccc2Cl)cc1C	i	2	-2	-10	1	2	-1	-14	1
Cc1cn(C(=O)CN2C(=O)c3ccccc3C2=O)c(C)n1	i	0	-8	-5	-3	-1	3	-15	4
CC(Oc1ccc(Br)cc1Br)C(=O)Nc1cccnc1Cl (stereo not drawn)	i	-4	20	3	-2	-14	-5	4	4
CCOc1ccc(Nc2nc(Cc3nnc(SCC(N)=O)o3)cs2)cc1	i	0	-6	-100	0	0	-3	16	-15
NC(=O)CC(NC(=O)c1ccccc1)c1ccc(NCCN2CCOCC2)c([N+](=O)[O-])c1 (stereo not drawn)	i	-5	-8	4	-9	-1	10	-5	2
COCCSc1ccccc1C(=O)Nc1ccncc1	i	3	-8	2	-4	-3	-6	3	8
CC(=O)NC(CC(=O)Nc1cccc(S(=O)(=O)N2CCOCC2)c1)c1ccccc1 (stereo not drawn)	i	2	-6	-1	-3	0	-11	13	24*
